Screens from PubChem.
STEP inh = STEP phosphatase inhibitors, primary screen, biochemical, fluorescence intensity, uHTS. inhibition, % at 20 µM. AID 588621, 2011. 0.25% of 360,000 active. Tyrosine-protein phosphatase non-receptor type 5 (Homo sapiens), P54829. recombinant STEP, OMFP fluorogenic substrate;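 active = inhibition at 20 µM, scaled per plate between control wells, above about 37%, limit read from the data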;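 also: 0% = DMSO with enzyme and substrate and 100% = substrate only without enzyme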
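Material: STEP (striatal-enriched tyrosine phosphatase) enzyme, cell-free | Medium: 50 mM Bis-Tris pH 6.0 with 2.5 mM DTT and 0.005% Tween 20 | Read-out: Percent inhibition scaled to no-enzyme and uninhibited-enzyme controls, plate-pattern corrected | Signal: Fluorescence read at 480 nm ex / 540 nm em | Times: 20 min reaction, room temperature, in the dark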
TbMetRS inhib = T. brucei MetRS inhibitors, primary screen, biochemical, luminescence; 0.4% of 360,000 active; AID 624268, 2012; inhibition, % at 11.9 µM; purified T. brucei MetRS, ATP depletion, Kinase-Glo luminescence; methionyl-tRNA synthetase (Trypanosoma brucei brucei);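 active = inhibition above a per-plate cutoff of the control wells' mean inhibition plus 3 SD, cut at about 5.5% in these data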;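 also: 0% = DMSO wells median and 100% = median of wells with control inhibitor compound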
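System: purified T. brucei MetRS enzyme / Detection: Kinase-Glo luciferase luminescence reporting remaining unconsumed ATP / Medium: HEPES buffer with MgCl2, KCl, DTT, spermine, BSA, pyrophosphatase / Replication: singlicate, one well per compound / Evaluation: percent inhibition relative to median high and low control wells / Schedule: 2 h aminoacylation at 25 °C after 15 min preincubation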
SUMO1-SIM PPI = modulators of SUMO1 protein-protein interactions, primary screen, biochemical, uHTS. Small ubiquitin-related modifier 1 (Homo sapiens), P63165. inhibition, % at 20 µM. SUMO1 binding to a labelled peptide, TR-FRET, 1 h. 0.33% of 360,000 active; in the data active = inhibition above about 37%
Target sequence (P63165 whole entry, looked up): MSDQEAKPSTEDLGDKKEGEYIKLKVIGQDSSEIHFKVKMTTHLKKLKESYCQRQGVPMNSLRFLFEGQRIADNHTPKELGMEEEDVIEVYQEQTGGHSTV
CSN inh = inhibitors of CSN-mediated cullin deneddylation, primary screen, biochemical, fluorescence polarization, uHTS; Purified CSN, SCF-Nedd8-OG deneddylation; inhibition, % at 12.5 µM; COP9 signalosome complex subunit 5 (Homo sapiens), Q92905; 0.38% of 360,000 active;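 active = pattern-corrected inhibition above about 35%, with an unprinted fluorescence ratio check between 0.5 and 1.5, limit read from the data, passing the limit was not always enough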;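 also: 0% = enzyme with substrate and 100% = substrate without enzyme; some results filed as inactive read as strong as hits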
Target sequence (Q92905 whole entry, looked up, one chain of several): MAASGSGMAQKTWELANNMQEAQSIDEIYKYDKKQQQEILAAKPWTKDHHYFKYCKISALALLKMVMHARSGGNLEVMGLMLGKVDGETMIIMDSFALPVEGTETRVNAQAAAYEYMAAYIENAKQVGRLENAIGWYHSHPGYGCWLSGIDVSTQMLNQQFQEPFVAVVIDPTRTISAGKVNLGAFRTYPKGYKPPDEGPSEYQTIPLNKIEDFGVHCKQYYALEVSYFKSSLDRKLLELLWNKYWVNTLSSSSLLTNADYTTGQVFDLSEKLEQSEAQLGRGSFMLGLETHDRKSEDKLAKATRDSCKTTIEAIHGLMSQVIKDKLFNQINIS
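assay system = purified human Csn5 enzyme expressed in HEK293T cells | amount = 0.24 nM enzyme | buffer or medium = Tris/NaCl/DTT buffer, pH 7.5 | reagent = 10 nM SCFSkp2-Nedd8OG | compound = one concentration, 12.5 µM, 0.25% DMSO | times = 90 min reaction at room temperature | signal = FP | read-out basis = % inhibition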
Scp-1 inhibitor = Scp-1 phosphatase inhibitors, primary screen, biochemical, colorimetric, uHTS; Carboxy-terminal domain RNA polymerase II polypeptide A small phosphatase 1 (Homo …; Recombinant Scp1, phosphopeptide, malachite green phosphate absorbance; inhibition, % at 20 µM; 0.88% of 340,000 active; AID 493091, 2011;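 active = inhibition above about 50% at 20 µM, limit read from the data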;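 also: plate controls were DMSO wells with enzyme for no effect and wells lacking enzyme for full effect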
Target sequence (Q9GZU7 76-261 limits assumed): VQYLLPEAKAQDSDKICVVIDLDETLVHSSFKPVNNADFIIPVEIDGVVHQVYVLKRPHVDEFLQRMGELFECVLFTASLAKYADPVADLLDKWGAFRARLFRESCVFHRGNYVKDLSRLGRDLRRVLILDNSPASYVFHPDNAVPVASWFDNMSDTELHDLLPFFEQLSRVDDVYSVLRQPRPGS
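System: SCP-1 catalytic domain; Reagent: Phospho 17-mer peptide substrate; Doses: one concentration, 20 µM, with 1.0% DMSO; Incubation: 45 min room-temperature reaction, 5 min colour, 30 min stabiliser; Signal: Phosphate-binding colour reagent, absorbance read at 630 nm.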
NadD block = inhibitors of S. aureus NadD, primary screen, biochemical, colorimetric, uHTS. purified NadD enzyme, colorimetric absorbance read-out. inhibition, % at 20 µM. 0.78% of 360,000 active. AID 602399, 2012; in the data active = inhibition above about 26%; also: some compounds past the cut are filed as inactive
MLLE-PAM2 inh = inhibitors of PABP1 MLLE–PAM2 peptide binding, primary screen, biochemical, fluorescence polarization, FITC-PAM2, GST-MLLE; AID 588489, 2011; inhibition, % at 20 µM; 0.36% of 360,000 active; in the data active = inhibition above about 35%, passing the limit was not always enough;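 also: plate controls were DMSO wells with GST-MLLE for no effect and wells lacking GST-MLLE protein for full effect; some results filed as inactive read as strong as hits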
LMPTP block = LMPTP phosphatase inhibitors, primary screen, biochemical, fluorescence intensity, uHTS | AID 651560, 2012 | recombinant LMPTP-A, OMFP fluorogenic substrate | Low molecular weight phosphotyrosine protein phosphatase (Homo sapiens), P24666 | inhibition, % at 20 µM | 0.22% of 360,000 active;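 active = compounds that cut the enzyme signal by at least half of the control window in the single-dose screen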;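 also: plate controls were DMSO wells with enzyme plus substrate for no effect and substrate without enzyme for full effect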
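Assay system: LMPTP-A, protein tyrosine phosphatase of low molecular weight / Medium: pH 6.0 Bis-Tris buffer with DTT and Triton X-100 / Schedule: 50 min enzyme reaction at room temperature, protected from light / Measured by: endpoint fluorescence intensity from OMFP dephosphorylation / Read-out basis: % inhibition relative to no-enzyme and uninhibited control wells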
DNMT1 block = human DNMT1 methyltransferase inhibitors, primary screen, biochemical, molecular beacon, fluorescence, HinP1I cleavage, uHTS. DNA (cytosine-5)-methyltransferase 1 (Homo sapiens), P26358. AID 588458, 2011. 0.83% of 360,000 active. inhibition (reported as % activation of signal), % at 10 µM; in the data active = inhibition above about 50%
Rpn11 block = Rpn11 (PSMD14) deubiquitinase inhibitors, primary screen, biochemical, fluorescence polarization, uHTS; 26S proteasome non-ATPase regulatory subunit 14 (Homo sapiens), O00487; human 26S proteasome, Ub4-pepOG fluorescence polarization; 20S core pre-blocked with epoxomicin; calls only at 20 µM; 0.59% of 360,000 active; AID 588493, 2011;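 active = inhibition at 20 µM, scaled to each plate's controls, above about 33%, limit read from the data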
Target sequence (O00487 whole entry, looked up): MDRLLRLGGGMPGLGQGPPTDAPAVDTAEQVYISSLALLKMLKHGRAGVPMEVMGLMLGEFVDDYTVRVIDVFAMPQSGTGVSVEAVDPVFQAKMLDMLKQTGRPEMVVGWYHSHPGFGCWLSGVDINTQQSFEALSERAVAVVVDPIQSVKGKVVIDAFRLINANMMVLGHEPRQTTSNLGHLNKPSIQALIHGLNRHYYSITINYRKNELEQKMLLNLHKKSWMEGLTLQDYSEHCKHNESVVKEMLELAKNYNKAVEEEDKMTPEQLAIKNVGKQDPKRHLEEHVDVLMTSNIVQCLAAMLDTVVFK
Active calls of the source: *; i = inactive; · = not tested or not shown.

SMILES	STEP inh	TbMetRS inhib	SUMO1-SIM PPI	CSN inh	Scp-1 inhibitor	NadD block	MLLE-PAM2 inh	LMPTP block	DNMT1 block	Rpn11 block
COc1ccccc1C(=O)Nc1cc(C)ccc1NC(=O)c1ccco1	-3	-0.6	-2	-3	1	-6	-9	-2.7	1	i
CC(=O)c1cccc(NC(=O)COC(=O)Cn2cnc3ccccc32)c1	4	0.0	0	-1	-6	-2	-5	-0.7	5	i
COCC(=O)N1CCC(Oc2ccc(C(=O)NCc3csc(C(C)C)n3)cc2)CC1	-1	0.1	1	5	-3	0	-6	0.1	-1	i
COc1ccc(CCNC(=O)Nc2nc(C(N)CCc3ccccc3)cs2)cc1OC (stereo not drawn)	-3	-0.2	-2	1	·	4	-7	0.0	0	i
CCCCCC(=O)NNC1=NCC(Cc2ccccc2)S1 (stereo not drawn)	0	-0.1	3	-5	-9	-1	-4	-1.2	1	i
CSc1nc(N)nc(SCC(=O)C(C)(C)C)c1C#N	-1	-0.2	-1	2	-8	3	-15	1.9	0	i
COc1cc(-c2nn3c(-c4cccnc4)nnc3s2)cc(OC)c1OC	2	0.4	3	-5	3	3	9	1.2	5	i
CCCC1C2CN(C(C)=O)CC=C2C(C#N)=C(N)C1(C#N)C#N (stereo not drawn)	-2	-0.9	-3	-2	-5	2	14	-1.0	-2	i
COc1ccc(-c2nc3ccccc3n2Cc2ccc(C)cc2)cc1	2	-0.5	0	2	7	5	-6	12	-9	i
Cc1ccc(S(=O)(=O)N(CCCN(C)C)Cc2ccc3c(c2)OCO3)cc1	-2	-0.9	1	0	11	-18	-16	-2.5	1	i
Cc1ccc(N(C(=O)Nc2ccccc2)C2=NCCC2)cc1	2	-0.2	-2	-2	14	-6	10	-1.2	-3	i
CCCCc1nc(Cl)c(CO)n1Cc1ccc(-c2ccccc2-c2nnn[nH]2)cc1	-2	-0.3	10	-4	-12	5	1	-0.5	-1	i
Cc1ccc(NC(=O)N[C@H](C(=O)O)C(C)C)c(C)c1	1	0.0	5	0	1	-7	-7	-1.1	1	i
COc1ccccc1CNC(=O)CCS(=O)(=O)c1ccc2c(c1)CC(C)N2C(=O)C1CC1 (stereo not drawn)	2	-0.4	2	2	-3	-5	0	-0.4	1	i
Cc1cccc(N2CC(C(=O)O)CC2=O)c1C (stereo not drawn)	0	0.2	0	10	-7	-4	5	-2.5	0	i
CCCN1C(=O)C2(/C(=C(\O)c3ccc4c(c3)OCCO4)C(=O)C(=O)N2CCCOC)c2ccccc21 (stereo not drawn)	4	0.5	-5	-1	-3	6	-4	-0.4	14	i
O=C(CSc1ncnc2ccccc12)NCCc1ccccc1	0	-0.4	-4	-2	-8	-5	1	0.1	0	i
Cc1ccc2c(c1)N(S(=O)(=O)c1ccc(CN3C(=O)c4cccnc4C3=O)s1)CCO2	0	0.8	-21	-1	-11	-3	-4	2.8	2	i
O=C(NCc1ccccc1)c1cccc(NS(=O)(=O)c2cccc3cccnc23)c1	-4	-0.4	0	-17	-6	3	-12	-0.3	1	i
O=C(CCl)N(Cc1ccccc1)c1ccccc1	-1	-0.6	2	2	-4	3	-4	-2.6	8	i
Cc1ccc(N=Nc2c(C)[nH]n(-c3ccccc3)c2=O)cc1Br	2	-0.4	0	1	-4	1	3	1.1	-5	i
CCOc1ccc(CN(C)c2ccc(S(=O)(=O)N3CCN(C)CC3)cc2[N+](=O)[O-])cc1OC	-2	-0.1	-28	9	-6	-3	4	0.4	-4	i
Cc1cccc(NC(=O)c2ncn3c2C(=O)N[C@H](C)C3)c1	0	-0.8	2	-6	·	-6	-1	-0.6	12	i
CCCCNC(=O)c1cc(-c2ccc(OC)cc2)on1	-2	-0.3	1	-12	-7	-7	-3	0.7	2	i
O=C(c1ccco1)N1CCN(C(c2ccccc2)c2nnnn2Cc2cccs2)CC1 (stereo not drawn)	-1	-0.3	0	0	0	-2	1	-4.4	-2	i
CCn1c(C(C)NC(=O)c2cccc(C)c2)n[nH]c1=S (stereo not drawn)	3	-0.7	0	-2	-1	-4	-40	-2.4	-1	i
Cc1cc2cc(CNC(=S)NC3CCCCC3)ccc2n1C	3	-1.4	-7	11	4	34*	-30	5.5	63*	i
O=[N+]([O-])c1ccccc1/C=C/C=N/n1c(-c2cc(-c3ccccc3)n[nH]2)n[nH]c1=S	7	0.9	11	4	15	42*	-119	-10	53*	i
O=C(OC1CCOC1=O)c1cc(-c2ccc(Br)cc2)nc2ccccc12 (stereo not drawn)	1	-1.4	-16	-2	2	-2	-18	3.2	-5	i
CCCc1cc(=O)[nH]c(SCc2cc(Cl)ccc2OC(F)F)n1	-1	-0.2	-1	-3	-4	-2	18	1.4	-7	i

Full records as entered above.
Profile of `CCCc1cc(=O)[nH]c(SCc2cc(Cl)ccc2OC(F)F)n1` : STEP inh = -1; TbMetRS inhib = -0.2; SUMO1-SIM PPI = -1; CSN inh = -3; Scp-1 inhibitor = -4; NadD block = -2; MLLE-PAM2 inh = 18; LMPTP block = 1.4; DNMT1 block = -7; Rpn11 block = i
Profile of `Cc1cccc(NC(=O)c2ncn3c2C(=O)N[C@H](C)C3)c1` : STEP inh = 0; TbMetRS inhib = -0.8; SUMO1-SIM PPI = 2; CSN inh = -6; Scp-1 inhibitor = ·; NadD block = -6; MLLE-PAM2 inh = -1; LMPTP block = -0.6; DNMT1 block = 12; Rpn11 block = i
Profile of `O=[N+]([O-])c1ccccc1/C=C/C=N/n1c(-c2cc(-c3ccccc3)n[nH]2)n[nH]c1=S` : STEP inh = 7; TbMetRS inhib = 0.9; SUMO1-SIM PPI = 11; CSN inh = 4; Scp-1 inhibitor = 15; NadD block = 42*; MLLE-PAM2 inh = -119; LMPTP block = -10; DNMT1 block = 53*; Rpn11 block = i

Further entries:
SMILES	STEP inh	TbMetRS inhib	SUMO1-SIM PPI	CSN inh	Scp-1 inhibitor	NadD block	MLLE-PAM2 inh	LMPTP block	DNMT1 block	Rpn11 block
NS(=O)(=O)c1ccc(NC(=O)/C=C/c2ccc3c(c2)OCO3)cc1	-3	1.5	13	-5	-7	-1	-2	0.4	-6	i
O=C(NNC(=S)NC(=O)c1cccc([N+](=O)[O-])c1)c1ccc(Br)cc1	20	-1.1	-22	6	4	9	26	2.8	0	i
CC(CN1CCOCC1)OC(=O)C(c1ccccc1)c1ccccc1 (stereo not drawn)	-4	0.0	0	-1	20	-1	4	-1.4	2	i
COc1ccc(C2C(C(=O)NCc3cccnc3)c3ccccc3C(=O)N2C)cc1OC (stereo not drawn)	-3	-0.6	-2	-1	-6	1	-9	-1.9	1	i
CCOc1ccccc1NC(=O)N1CCCC1C(=O)NCc1ccco1 (stereo not drawn)	-2	-0.7	-1	0	1	-4	5	1.6	2	i
COc1cccc(/C=C/C(=O)Nc2ccc(C(=O)Nc3cccc(S(N)(=O)=O)c3)cc2)c1OC	1	0.4	-2	7	-3	20	-15	1.3	-12	i
O=C(CSc1nncs1)Nc1nnc(-c2ccccc2)o1	-1	0.3	4	-5	-8	2	6	1.2	-1	i
COc1ccccc1CCNC(=O)C(=O)NCC1OCCN1S(=O)(=O)c1ccc(Br)cc1 (stereo not drawn)	-3	-0.2	2	-7	-1	3	4	-0.8	-3	i
Nc1nc(SCc2ccc3c(c2)OCCO3)n[nH]1	2	-0.5	-3	2	-3	-4	-2	-0.1	0	i
COc1cc2cc(C)c(SCC(=O)N3CCOCC3)nc2cc1OC	-2	-0.9	2	-3	-1	2	-39	1.4	-2	i
CC(C)Oc1cc(NC(=O)CS(=O)CC(=O)Nc2cccc(C(F)(F)F)c2)c(Cl)cc1Cl (stereo not drawn)	-6	-0.5	-5	1	-7	-10	-11	2.7	-15	i
CCOC(=O)c1sc2ccc(S(=O)(=O)N3CCOCC3)cc2c1N	5	-0.2	-22	1	-9	-7	31	0.3	-2	i
CC(C)N1CCC(N2CCN(CC#Cc3ccccc3)CC2CCO)CC1 (stereo not drawn)	5	-1.4	-1	-3	-3	-6	-5	-0.4	-1	i
COc1ccc(-n2cnc3ccccc3c2=O)c([N+](=O)[O-])c1	2	0.0	-26	-5	-6	1	3	-0.5	-3	i
CC1(c2ccccc2)NC(=O)N(CC(=O)Nc2nc(-c3ccccn3)cs2)C1=O (stereo not drawn)	-1	-0.4	3	0	-2	2	13	1.1	-14	i
Cc1ccccc1-c1noc(CCC(=O)NCC2CCCO2)n1 (stereo not drawn)	2	-0.1	0	3	15	0	-102	-0.3	-2	i
COc1ccccc1CN(C)C(=O)c1ccc(COc2ccccc2)cc1	2	-0.4	-2	3	-7	-4	-1	4.1	-2	i
CC(C)c1ccc2[nH]c(O)c(N=NC(=O)c3ccc(CSc4nncn4C)cc3)c2c1	-12	-0.9	-20	4	8	18	-12	-3.0	10	i
O=C(Cc1cccs1)Nc1cccc(-c2nc3ccccc3[nH]2)c1	1	1.5	0	1	-7	-5	12	1.9	3	i
O=C(COC(=O)c1cccc2c1C(=O)c1ccccc1C2=O)NC1CCCCC1	3	-0.2	-14	-1	-5	-5	9	0.9	-4	i
OCC[C@@H]1C[C@H](O)[C@@H](O)[C@@]2(OCCc3ccccc32)O1	1	-0.2	-3	-2	3	1	-1	-1.9	2	i
COc1cc(SC)ccc1C(=O)Nc1ccc2c(c1)OCCO2	0	-1.2	1	-1	0	-11	-10	1.0	0	i
